Bioassay records (PubChem)
SW480 rereplic – A quantitative high throughput screen for small molecules that induce DNA re-replication in SW480 colon adenocarcinoma cells; Potency, µM (series often up to 46.1 µM), inactives show at the highest dose re-replication activation, usual class: activators; 340,000 tested, 1.8% active; SW480 DNA re-replication, Hoechst DNA content imaging, 48 h; AID 624297, 2012; further: potency means the concentration at half of the fitted maximal effect; % of control where 0% means no effect; nearly all actives have a fitted effect of over 55% in size
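SW480 cells exposed to compounds for 48 hr at 37 C, 5% CO2, then Hoechst-stained 40 min. Nuclear DNA content imaged by fluorescence scanning (405 nm excitation, 500-530 nm emission); re-replication scored as increased high-intensity nuclei.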
KB-3-1 cytotox – qHTS assay for MDR1-selective chemotherapeutics: Primary screen using the parental adenocarcinoma cell KB-3-1; KB-3-1 viability, CellTiter-Glo ATP luminescence, 72 h; Potency, µM (highest dose often 46.1 µM), inactives show top-dose activity change, negative = cytotoxic, most hits filed as cytotoxic; 400,000 tested, 1.4% active; AID 1347075, 2019; further: potency means the concentration at half of the fitted maximal effect; on the % scale 0 is the no-effect control and ±100 the full control effect; nearly all actives have a fitted effect of over 60% in size
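Cytotoxicity measured as CellTiter-Glo luminescence after 72 h at 37 C. Compound titrations were pinned onto drug-naive KB-3-1 parental adenocarcinoma cells grown in DMEM with 10% FBS, and normalized data fitted to concentration-response curves.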
ATXN viability – Viability Counterscreen for Primary qHTS for Inhibitors of ATXN expression; S2 cells (HEK-293 line with an ATXN2-luciferase reporter) viability, CellTiter-Fluor protease fluorescence, 24 h; 400,000 tested, 0.49% active; Potency, µM (series often up to 56.7 µM), most hits filed as cytotoxic; further: potency means the concentration at half of the fitted maximal effect; nearly all actives have a fitted effect of over 40% in size
ATXN2 expr inh – Primary qHTS for Inhibitors of ATXN expression; HEK-293 ATXN2-luciferase reporter, luminescence, 24 h; Potency, µM (top dose mostly 57 µM), inactives show top-dose activity change, negative = inhibition, actives largely listed as inhibitors; 360,000 tested, 0.72% active; further: potency means the concentration at half of the fitted maximal effect; on the % scale 0 is the no-effect control and ±100 the full control effect; nearly all actives have a fitted effect of over 55% in size
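qHTS (up to 57 uM final) was run with 24 h compound exposure of reporter cells at 37 °C. Each well was multiplexed: SteadyGlo luminescence measured ATXN2-luciferase expression after a fluorogenic Gly-Phe-AFC viability readout (25 uM final).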
HT1080NT lethal – qHTS for induction of synthetic lethality in tumor cells producing 2HG: qHTS for the HT-1080-NT fibrosarcoma cell line; 360,000 tested, 1.6% active; AID 686970, 2013; HT-1080-NT fibrosarcoma viability, CellTiter-Glo ATP luminescence, 48 h; Potency, µM (top dose mostly 46.1 µM), inactives show at the top dose activity, negative = less viability, actives largely listed as cytotoxic;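 further: NT is the 2HG producing partner of a matched IDH1 knockdown line; potency means the concentration at half of the fitted maximal effect; 0% = DMSO-treated cells and -100% = media-only wells without cells; nearly all actives have a fitted effect of over 55% in size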
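HT-1080-NT; 750 cells/well; 5% FBS RPMI; 48 h compound, 37 degrees C; CellTiter-Glo luminescence; curve fitting and curve-class assignment.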
HT1080 IDH1KD tx – qHTS for induction of synthetic lethality in tumor cells producing 2HG: qHTS for the HT-1080-IDH1KD cell line; 360,000 tested, 2% active; Potency, µM (top dose mostly 46.1 µM), without a hit: top-dose activity, negative = toxicity, usual class: cytotoxic; HT-1080 IDH1 knockdown viability, ATP luminescence, 48 h;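 further: potency means the concentration at half of the fitted maximal effect; 0% = DMSO wells and -100% = cell-free medium wells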
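In this qHTS, HT-1080 cells depleted of IDH1 are exposed for 48 h at 37 °C to compound titrations. Toxicity is scored from CellTiter-Glo luminescence, with DMSO as full viability and medium alone as none.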
MCF10A rerep – A quantitative high throughput screen for small molecules that induce DNA re-replication in MCF 10a normal breast cells. MCF 10A DNA re-replication, Hoechst nuclear intensity, 48 h. Potency, µM (doses to about 46.1 µM), without a hit: top-dose activity, positive = re-replication, most hits filed as activators. 350,000 tested, 2.9% active. AID 624296, 2012; further: potency means the concentration at half of the fitted maximal effect; % of control where 0% means no effect; nearly all actives have a fitted effect of over 50% in size
IL1B secr inh – qHTS for Inhibitors of Inflammasome Signaling: IL-1-beta AlphaLISA Primary Screen | 360,000 tested, 4.7% active | activity change, % at 57.5 µM | AID 743279, 2014 | THP-1 LPS/ATP IL-1B secretion, AlphaLISA, 16 h; active compounds read low; in the data active means activity change below about -50%; inconclusive means mostly about -30% to -49%; further: on the % scale 0 is the no-effect control and ±100 the full control effect
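Secreted IL-1B measured by AlphaLISA bead assay after 16 h compound exposure of THP-1 cells; compounds (final up to 57.5 uM) added 1 h before LPS (250 ng/mL) and ATP (1.25 mM) stimulation; lower signal means less secretion.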
KB-V1 cytotox – qHTS assay for MDR1-selective chemotherapeutics: Primary screen using the drug-selected MDR subline cells KB-V1; KB-V1 MDR cells viability, CellTiter-Glo, 72 h; Potency, µM (titrated, usually from 46.1 µM), without a hit: at the highest dose activity change, negative = cytotoxicity, hits mostly cytotoxic; 400,000 tested, 3.4% active; further: potency means the concentration at half of the fitted maximal effect; on the % scale 0 is the no-effect control and ±100 the full control effect; nearly all actives have a fitted effect of over 60% in size
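Readout: CellTiter-Glo luminescence, 10 min after addition. Cells: KB-V1 MDR subline, 72 h at 37 degrees C with compound. Analysis: corrected, normalized data fitted to concentration-effect curves.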
An asterisk follows results filed as active; i = inactive; u = inconclusive; x = not tested or not shown; [ ] = dose if it differs, or a comment. Unless noted, the call rests on the fitted dose curve; in most records, active means well fitted curve in the direction sought with a large enough effect; inconclusive means small, poorly fitted or top-dose-only effect, or another doubt; inactive means no such curve, though single readings can be large; an effect the other way counts as inactive or inconclusive. No enrichment for hits; any-hit rate near 11%.

mol | HT1080NT lethal | HT1080 IDH1KD tx | KB-3-1 cytotox | MCF10A rerep | SW480 rereplic | KB-V1 cytotox | ATXN viability | IL1B secr inh | ATXN2 expr inh
CC(C)(C)NS(=O)(=O)c1ccc(OCC(=O)Nc2ccc3c(c2)OCCO3)cc1 | 7% | 0% | 12% | -2% | -4% | -8% | u | -6 | 2%
O=c1cc(CO)[nH]cc1OCc1ccccc1 | 8% | -7% | 0% | -1% | -85%[inhibitor] | 5% | i | -9 | 9%
O=C(c1cc2ccccc2oc1=O)N(Cc1cccc(Br)c1)C1CCS(=O)(=O)C1 (stereo unspecified) | 0% | -3% | -4% | 0% | -4% | -23% | i | 18 | 10%
CC1CN(S(=O)(=O)N(C)C)CCN1S(=O)(=O)N(C)C (stereo unspecified) | 3% | 9% | 0% | 0% | -5% | 22% | i | -4 | 2%
Cc1nc(SCC(=O)NCC2CCCO2)[nH]c(=O)c1C (stereo unspecified) | 3% | 3% | -1% | -4% | -110%[inhibitor] | -1% | i | 15 | 12%
CCCCN(CCCC)Cc1ccc(C(=O)NNC(=O)Nc2ccc(F)cc2)o1 | 0% | -6% | -2% | 0% | -4% | -10% | i | -18 | -7%
CCc1ccc(C2C(C(C)=O)=C(C(=O)OC)Nc3nnnn32)cc1 (stereo unspecified) | 2% | -1% | 0% | 7% | -12% | 24% | i | 4 | -2%
O=C(OCc1cc(=O)n2nc(C3CCCCC3)sc2n1)c1ccccc1Cl | x | x | 5% | x | x | 1% | i | x | 8%
CCN(CC(=O)NCc1cccs1)C(=O)c1ccc(-c2ccc(F)cc2)o1 | u | u | u | u | 10% | -19% | i | -14 | x
Cn1c(CCN2CCCCC2)nc2cc(NC(=O)COc3ccccc3)ccc21 | 0% | -3% | -9% | 6% | 26% | 15% | u | -13 | 7%
CCOC(OCC)P(=O)(c1ccccc1)c1ccccc1 | 2% | -1% | -11% | 8% | -2% | 4% | u | -5 | -5%
COc1cc(C)c(N)cc1C(C)C | 6% | 6% | 11% | 1% | 0% | 13% | i | 19 | 4%
CCCSCCCNC(=O)Cn1cc2c(n1)CCCCC2 | -17% | -7% | -1% | -10% | -5% | 10% | i | 30 | -6%
O=C(Cn1ncn2c(cc3ccccc32)c1=O)NCc1ccco1 | -4% | -14% | -10% | 1% | 26% | -16% | i | 21 | 3%
O=S(=O)(Nc1cc(Cl)ccc1N1CCOCC1)c1ccccc1Cl | -3% | -1% | -4% | 8% | -20% | 0% | i | -28 | 1%
Cc1ccc(OC(C)C(=O)N=Nc2c(O)[nH]c3ccc([N+](=O)[O-])cc23)cc1 (stereo unspecified) | -8% | -13% | -6% | 26% | -1% | -7% | u | 56 | u
CCn1cc(C(=O)NCCCN2CCC(C)CC2)c(=O)c2cc(S(=O)(=O)N3CCOCC3)ccc21 | 11% | 8% | 4% | 0% | 4% | u | i | -1 | 5%
CCC(CO)Oc1cc(NCc2ccccc2Cl)c2ncn(C(C)C)c2c1 (stereo unspecified) | u | -4% | u | -2% | 11% | u | u | 68 | -27%
COc1cc2c(cc1OC)[C@H](C)N(C(=O)CSc1nc(O)c(C(C)C)c(=O)[nH]1)CC2 | -1% | 6% | 0% | 1% | 0% | 0% | i | -22 | 1%
COc1ccc2cc3cc(C(=O)NCCN4CCN(Cc5ccccc5)CC4)oc3nc2c1 | 0% | -10% | -4% | 1% | -2% | -14% | i | -67* | -1%
CCCc1cc(=O)[nH]c(SC(C)C(=O)Nc2ccc3c(c2)OCCO3)n1 (stereo unspecified) | -1%[9.24 µM] | 3% | -23% | -5% | 8% | u | i | 1 | 1%
CCc1ccc(NC(=O)C(=O)NNC(=O)c2cccc(OC)c2)cc1 | -27% | u | 2% | 5% | 2% | 1% | i | 26 | 12%
Nc1ccc(Oc2ccc3c(c2)C(=O)NC3=O)cc1 | -4% | -4% | 1% | 0% | 2% | 3% | i | 0 | x
C=CCOc1nc(-c2ccncc2)nc2ccccc12 | -6% | -6% | 10% | 2% | 1% | u | i | -23 | -13%
O=C(Nc1nccs1)[C@@H]1CCCN1C(=O)c1cccs1 | 8% | 9% | 10% | -46%[inhibitor] | 0% | 7% | i | 4 | -8%
CCn1cc(C(C)NC(=O)COc2ccc(Cl)cc2C)c(C)n1 (stereo unspecified) | -1%[9.24 µM] | u | -12% | 2% | -2% | -17% | i | 7 | -24%
O=C(COc1ccc(Cl)cc1Cl)OCn1nnc2ccccc2c1=O | 5% | 17% | 3% | -3% | -12% | 21% | i | 11 | 11%
CCOC(=O)c1sc(NC(=O)c2ccccc2OC)nc1C | -1% | -3% | 2% | 5% | -4% | -17% | i | -21 | 32%[activator]
O=C(NCCCN1CCCC1=O)c1cccc(NS(=O)(=O)c2ccccc2)c1 | 7% | 4% | 4% | 2% | -8% | 8% | i | 5 | 3%
CC(=O)Nc1cc(C(=O)O)ccc1S(=O)(=O)c1ccc(Cl)cc1 | 5% | -6% | 2% | -4% | 3% | 17% | i | 4 | -4%
COc1ccc(CNCc2cc(C)c(OC)cc2C)c(OC)c1 | u | u | -7% | u | u | 0% | i | -63* | 0%
CC(=O)N1c2ccc(S(=O)(=O)N(C)CC(=O)N3CCCC3)cc2CC1C (stereo unspecified) | 20% | 26% | -12% | 0% | 6% | u | i | 16 | 7%
CN(CC(=O)Nc1cccc(F)c1)C(=O)C1CC(=O)N(Cc2ccco2)C1 (stereo unspecified) | 2% | 9% | 0% | -4% | -7% | 0% | i | 16 | 5%
COCCNC(=O)c1cc(S(=O)(=O)N2CCC3(CC2)OCCO3)ccc1F | 3% | 0% | -5% | x | x | -5% | i | -12 | x
CC(=O)c1cccc(NC(=S)NC(=O)c2ccc(C)cc2)c1 | 0% | -3% | -9% | -7% | -2% | u | i | -7 | 85%[activator]
COc1ccccc1N1CCN(C(=O)/C=C/c2ccco2)CC1 | 17% | 20% | -17% | -1% | -3% | -21% | i | -4 | 43%[activator]
COc1ccc(CCNC(=O)COC(=O)COc2c(C)cc(C)cc2C)cc1OC | 8% | 4% | 14% | 8% | -7% | 2% | i | 22 | 4%
CCC(=O)c1ccc(OCC(=O)OC(C)C(=O)NCc2ccc3c(c2)OCO3)cc1 (stereo unspecified) | 16% | 14% | 2% | -1% | -9% | -2% | i | 6 | -9%
CCCNC(=S)N1CCN(Cc2ccc3c(c2)OCO3)CC1 | -2% | -3% | -5% | -2% | 14% | -21% | i | 9 | -13%
O=C(C1CCN(CCc2ccccc2)CC1)N1CCOCC1 | -4% | -1% | 14% | 3% | 5% | -12% | i | 2 | 2%
Cc1ccc(NC(=O)c2cc3nc(-c4ccc5c(c4)OCO5)cc(C(F)(F)F)n3n2)cc1Cl | x | x | 15% | x | x | 22% | i | x | 2%
O=C(COc1ccc(Cl)cc1)Nc1ccc(-c2nc3ccccc3s2)c(O)c1 | x | x | 6% | x | x | u | i | x | -13%
O=C1c2ccccc2C(O)N1Cc1ccco1 (stereo unspecified) | 12% | 5% | 6% | -10% | -2% | 0% | i | 20 | -15%
COc1ccc(/C=C/C(=O)N2CCN(c3ccccn3)CC2)c(OC)c1OC | 5% | 2% | 0% | -6% | -30%[inhibitor] | -11% | i | -17 | x
CN1CCN(c2ccc3c(c2)OC[C@@H](Cc2ccccc2)NS3(=O)=O)CC1 | 8% | 11% | 13% | x | x | 24% | i | 0 | 12%
CC[C@]12c3[nH]c4cc(-c5ccco5)ccc4c3CCN1C(=O)[C@@H](CC(=O)NC(C)(C)C)C[C@@H]2C(=O)N1CCN(C(=O)C2CC2)CC1 | 0% | -2% | 0% | -3% | u | -3% | i | -11 | -1%
O=C(CN1CCN(Cc2ccc(F)cc2)C1=O)NCc1cccs1 | 3% | 7% | 7% | 11% | -10% | u | i | 2 | 6%
Cc1cc(C)n(CC(=O)Nc2ccc(N3CCOCC3)c(Cl)c2)c(=O)c1C#N | -9% | -8% | -8% | -10% | -20% | u | i | 19 | 7%
O=C(COC(=O)Cc1ccc(Cl)cc1)NCc1ccc(Cl)cc1 | 2% | -1% | -16% | x | x | u | i | -6 | x
O=C(OCc1ccccc1)/C(=C/c1ccc(Cl)cc1)NC(=O)c1ccccc1Cl | u | u | -2% | 17% | -5% | 0% | i | 0 | -7%
O=C(COC(=O)c1cccc(S(=O)(=O)N2CCOCC2)c1)NC1CCCCC1 | -1% | 6% | 2% | x | x | 3% | i | -2 | x
O=c1[nH]c(/C=C\c2ccccc2F)nc(O)c1[N+](=O)[O-] | 8% | 4% | -1% | u | -2% | -5% | u | -10 | -26%
CCCCC(=O)N1CCN(c2nc3ccc(Br)cc3s2)CC1 | u | u | 0% | 8% | -4% | -5% | i | -88* | u
CCOC(=O)c1ccc(NC(=O)Cn2cc(C(=O)c3cccs3)c3ccccc32)cc1 | x | x | -4% | x | x | -1% | u | x | u
CCOc1ccc(-n2ccnc(SCC(=O)NCCc3ccccc3)c2=O)cc1 | -13% | -11% | -3% | -1% | 14% | -26% | i | 2 | -7%

With a hit mark in IL1B secr inh, of those listed so far:
Structure,SW480 rereplic,IL1B secr inh
COc1ccc2cc3cc(C(=O)NCCN4CCN(Cc5ccccc5)CC4)oc3nc2c1,-2%,-67*
COc1ccc(CNCc2cc(C)c(OC)cc2C)c(OC)c1,u,-63*
CCCCC(=O)N1CCN(c2nc3ccc(Br)cc3s2)CC1,-4%,-88*
